Source: PubChem BioAssay
GLP-1R agonist: activates the human GLP-1 receptor | P43220 | HEK293 GLP-1R CRE-luciferase, luminescence, 4-6 h; cells express a hypersensitive GLP-1R form | Potency, µM (series often up to 45.6 µM), for inactives: top-dose activation, most hits filed as activators | 380,000 compounds, 0.007% hits; further: % of control where 0% means no effect
Target sequence (P43220 whole entry, looked up): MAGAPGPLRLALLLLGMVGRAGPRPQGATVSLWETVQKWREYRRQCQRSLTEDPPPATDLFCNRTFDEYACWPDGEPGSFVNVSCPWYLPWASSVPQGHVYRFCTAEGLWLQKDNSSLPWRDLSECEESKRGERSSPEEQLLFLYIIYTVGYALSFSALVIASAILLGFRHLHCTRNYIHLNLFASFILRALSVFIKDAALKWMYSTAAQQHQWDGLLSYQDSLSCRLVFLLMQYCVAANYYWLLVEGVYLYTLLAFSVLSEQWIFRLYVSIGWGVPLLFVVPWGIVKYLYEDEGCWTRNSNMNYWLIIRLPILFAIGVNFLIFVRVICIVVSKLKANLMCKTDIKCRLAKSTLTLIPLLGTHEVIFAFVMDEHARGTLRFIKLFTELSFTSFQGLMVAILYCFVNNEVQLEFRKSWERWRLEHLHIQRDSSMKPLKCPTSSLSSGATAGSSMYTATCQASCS
KB-V1 MDR tox: KB-V1 MDR subline cytotoxicity. KB-V1 MDR cells viability, CellTiter-Glo, 72 h. Potency, µM (series often up to 46.1 µM), inactives show at the top dose activity change, negative = cytotoxicity, most hits filed as cytotoxic. 400,000 compounds, 3.4% hits; further: on the % scale 0 is the no-effect control and ±100 the full control effect; nearly all actives have a fitted effect of over 60% in size
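Following 72 h at 37 degrees C with compound, KB-V1 cell viability was read by CellTiter-Glo luminescence, medium being phenol-red-free DMEM plus 10% FBS; concentration-response parameters came from normalized, curve-fitted qHTS data.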
GLP-1R inv ag: GLP-1 receptor (human) inverse agonism; AID 624417; P43220; 410,000 compounds, 1.6% hits; Potency, µM (top dose mostly 38.3 µM), inactives show at the top dose activity change, negative = inhibition, most hits filed as inhibitors; HEK293 GLP-1R CRE-luciferase, luminescence, 24 h; GLP-1R form is constitutively active; further: on the % scale 0 is the no-effect control and ±100 the full control effect; nearly all actives have a fitted effect of over 55% in size
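Constitutively active GLP-1R drives a cAMP-responsive luciferase in stably transfected HEK293 cells; test compounds are added after overnight (12 h) attachment and left 24 hr, and signal loss in luminescence marks inhibition.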
KB-3-1 cytotox: kills parental KB-3-1 adenocarcinoma cells | KB-3-1 viability, CellTiter-Glo ATP luminescence, 72 h | Potency, µM (highest dose often 46.1 µM), without a hit: at the highest dose activity change, negative = cytotoxic, hits mostly cytotoxic | 400,000 compounds, 1.4% hits | AID 1347075; further: on the % scale 0 is the no-effect control and ±100 the full control effect; nearly all actives have a fitted effect of over 60% in size
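Parental KB-3-1 adenocarcinoma cells in phenol-red-free DMEM with 10% FBS were pin-treated with compounds at several concentrations, incubated 72 h at 37 °C, and viability read by CellTiter-Glo luminescence; concentration-effect curves were fitted after normalization.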
HEK293 tox: cytotoxic in the GLP-1 receptor inverse agonist counter-screen; 410,000 compounds, 0.13% hits; AID 624418; HEK293 cAMP-luciferase reporter cells, luminescence, 24 h; Potency, µM (top dose mostly 38.3 µM), for inactives: at the highest dose activity change, negative = inhibition, actives largely listed as inhibitors;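 further: loss of luciferase light is scored as toxicity; on the % scale 0 is the no-effect control and ±100 the full control effect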
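MLSMR compounds, 24 hr on cells at 37 deg C/5% CO2; luminescence after luciferase reagent (12 min RT). Inhibition counted as the undesired cytotoxic outcome.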
HT1080 IDH1KD tx: toxicity to HT-1080 IDH1 knockdown cells (counter line); 360,000 compounds, 2% hits; AID 686971; HT-1080 IDH1 knockdown viability, ATP luminescence, 48 h; Potency, µM (top dose mostly 46.1 µM), for inactives: at the highest dose activity, negative = toxicity, hits mostly cytotoxic;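 further: 0% = DMSO wells and -100% = cell-free medium wells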
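In this qHTS, HT-1080 cells depleted of IDH1 are exposed for 48 h at 37 °C to compound titrations. Toxicity is scored from CellTiter-Glo luminescence, with DMSO as full viability and medium alone as none.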
TDP-43 yeast inh: rescues yeast growth from TDP-43 toxicity. TDP-43 expressing yeast growth rescue, BacTiter-Glo, 24 h. Potency, µM (doses to about 46.1 µM), for inactives: at the highest dose growth rescue (activation), actives largely listed as activators. 410,000 compounds, 1.8% hits. AID 652104; further: % of control where 0% means no effect; nearly all actives have a fitted effect of over 50% in size
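Readout is BacTiter-Glo luminescence of cell growth, so inhibitors register as activators. TDP-43-expressing yeast at OD600=0.02 in galactose medium, after raffinose pregrowth to mid-log, were incubated with compound for 24 hr at 30 deg C.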
SW480 rerep: induces DNA re-replication in SW480 colon adenocarcinoma cells. Potency, µM (titrated, usually from 46.1 µM), for the others: at the top dose re-replication activation, hits mostly activators. AID 624297. 340,000 compounds, 1.8% hits. SW480 DNA re-replication, Hoechst DNA content imaging, 48 h; further: % of control where 0% means no effect; nearly all actives have a fitted effect of over 55% in size
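Readout is total intensity of Hoechst-stained nuclei, excited at 405 nm and collected at 500-530 nm. Compound treatment lasted 48 hr at 37 C in 5% CO2 before staining.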
HT1080-NT tox: kills 2HG-producing HT-1080-NT fibrosarcoma cells; HT-1080-NT fibrosarcoma viability, CellTiter-Glo ATP luminescence, 48 h; Potency, µM (series often up to 46.1 µM), inactives show at the top dose activity, negative = less viability, hits mostly cytotoxic; 360,000 compounds, 1.6% hits;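 further: NT is the 2HG producing partner of a matched IDH1 knockdown line; 0% = DMSO-treated cells and -100% = media-only wells without cells; nearly all actives have a fitted effect of over 55% in size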
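HT-1080-NT fibrosarcoma cells (2HG-overproducing), 750 cells/well in RPMI with 5% FBS, dosed after 2 h and incubated 48 h at 37C. CellTiter-Glo luminescence normalized to DMSO and no-cell wells; concentration-response curves fitted and classed.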
* hit, by the source's call; i = inactive; ? = inconclusive; / = not tested or not shown; [ ] = another dose, or the depositor's remark. The call rests on the fitted dose curve; in most records, active means well fitted curve in the direction sought with a large enough effect; inconclusive means small, poorly fitted or top-dose-only effect, or another doubt; inactive means no such curve, though single readings can be large; an effect the other way counts as inactive or inconclusive. Potency means the concentration at half of the fitted maximal effect.

SMILES	GLP-1R agonist	KB-V1 MDR tox	GLP-1R inv ag	KB-3-1 cytotox	HEK293 tox	HT1080 IDH1KD tx	TDP-43 yeast inh	SW480 rerep	HT1080-NT tox
O=[N+]([O-])CC(c1ccc(F)cc1)c1c[nH]c2ccccc12 (stereo not drawn)	3%	-3%	7.1µM*	?	-26%	?	18µM*	?	?
O=C(Nc1ccc(N2CCOCC2)c(Cl)c1)c1cc(F)c(F)cc1Cl	1%	?	?	?	-2%	-14%	?	-3%	-10%
Cc1nc2ccccc2c(=O)n1NC(=O)c1cncc(Br)c1	0%	?	-2%	3%	?	2%	-2%	?	-14%
O=C(O)C1CCCN(S(=O)(=O)c2ccc(F)cc2)C1 (stereo not drawn)	2%	2%	-13%	3%	55%[activator]	14%	-9%	-3%	13%
CC1CCC2(CC1)NC(=O)N(CC(=O)N1CCOCC1)C2=O (stereo not drawn)	1%	29%	4%	-1%	?	4%	-6%	-5%	6%
CC(=O)c1ccc(N2CCN(C(=O)c3cc4c(s3)-c3ccccc3OC4)CC2)cc1	-8%	16µM*	18%	-15%	-6%	/	-8%	/	/
O=C(CCN1CCc2ccccc2C(O)(c2ccccc2)C1)c1ccc2c(c1)OCCO2 (stereo not drawn)	-23%	-11%	2%	1%	?	?	?	?	-10%
Cc1c(C(=O)N2CCN(C3CCS(=O)(=O)C3)CC2)oc2ccc(Cl)cc12 (stereo not drawn)	3%	7%	9%	4%	0%	-8%	5%	75%	1%
CC(=O)Nc1cccc(NC(=O)CCn2cnc3cc(C)c(C)cc32)c1	17%	7%	0%	7%	0%	8%	13%	1%	0%
O=C1c2cccnc2C(=O)N1Cc1ccc(S(=O)(=O)NCc2ccco2)s1	-1%	?	11%	-11%	-10%	2%	-11%	24%	-2%
COc1ccccc1Nc1nc(NCC2CCCO2)c2ccccc2n1 (stereo not drawn)	8%	-1%	?	5%	?	?	10%	8%	-59%
CCS(=O)(=O)C(=C1NCCO1)S(=O)(=O)CC	9%	6%	7%	-1%	-5%	10%	-12%	-5%	-17%
Cc1cc(C)n2nc(NCc3ccccc3Cl)nc2n1	/	19%	8%	1%	2%	/	23%	/	/
COc1ccc(NC(=O)/C(Cl)=C(/Cl)S(=O)Cc2ccc(Cl)cc2)cn1 (stereo not drawn)	0%	5.8µM*	?	7.3µM*	?	0.92µM*	?	?	1.3µM*
CCOC(=O)/C=C1\SCC(=O)N1CC(=O)c1ccc[nH]1	-4%	23%	19%	2%	5%	0%	12%	-1%	6%
CCOc1ccc(C(=O)OCC(=O)Nc2cccnc2Cl)cc1OCC	?	18µM*	43%[activator]	-1%	-9%	-7%	?	-7%	4%
Cc1ccc(S(=O)(=O)N2C[C@H]3N(C(=O)OC(C)C)N(C(=O)OC(C)C)C[C@H](OC(=O)NCc4ccco4)[C@@]3(O)C2)cc1	1%	1%	-3%	10%	2%	0%	25%	/	1%
COc1ccc(N(C(C)C(=O)NC2CCCCCC2)S(C)(=O)=O)cc1 (stereo not drawn)	-1%	-7%	0%	0%	22%	-3%	11%	-1%	-1%
O=C(Nc1nnc(-c2ccncc2)s1)Nc1ccccc1F	4%	-12%	8%	-9%	-16%	11%	-7%	4%	1%
Cc1nn(-c2ccccc2)c(Cl)c1C(=O)NCc1cccs1	0%	15µM*	16%	0%	-8%	27%	?	-3%	14%
COc1cc(C(=S)N2CCOCC2)cc(OC)c1OC(=O)c1ccc([N+](=O)[O-])cc1[N+](=O)[O-]	-18%	-6%	0%	0%	9%	0%	2%	9%	-6%
COc1ccccc1N1CCN(CC(=O)NCC2CCCO2)CC1 (stereo not drawn)	-6%	?	11%	0%	11%	5%	-5%	-2%	11%
O=C(N(c1ccccn1)c1ccccn1)C12CC3CC(CC(C3)C1)C2	0%	-18%	-34%	-7%	-19%	-7%	-1%[9.22 µM]	-4%	-13%
O=C(Nc1cc(S(=O)(=O)N2CCOCC2)ccc1N1CCOCC1)c1cc(=O)[nH]c2ccccc12	9%	2%	11%	-9%	-4%	7%	-3%	2%	3%
COC(=O)C1=CN(C(C)c2ccccc2)C=C(C(=O)OC)C1c1cc(OC)c(OC)c(OC)c1 (stereo not drawn)	?	-20%	?	-2%	124%[activator]	-14%	-15%	21µM*	-26%

6 entries from above, comma-delimited.
molecule,GLP-1R agonist,KB-V1 MDR tox,GLP-1R inv ag,KB-3-1 cytotox,HEK293 tox,HT1080 IDH1KD tx,TDP-43 yeast inh,SW480 rerep,HT1080-NT tox
O=C(Nc1ccc(N2CCOCC2)c(Cl)c1)c1cc(F)c(F)cc1Cl,1%,?,?,?,-2%,-14%,?,-3%,-10%
Cc1nc2ccccc2c(=O)n1NC(=O)c1cncc(Br)c1,0%,?,-2%,3%,?,2%,-2%,?,-14%
O=C(O)C1CCCN(S(=O)(=O)c2ccc(F)cc2)C1 (stereo not drawn),2%,2%,-13%,3%,55%[activator],14%,-9%,-3%,13%
CC1CCC2(CC1)NC(=O)N(CC(=O)N1CCOCC1)C2=O (stereo not drawn),1%,29%,4%,-1%,?,4%,-6%,-5%,6%
CC(=O)c1ccc(N2CCN(C(=O)c3cc4c(s3)-c3ccccc3OC4)CC2)cc1,-8%,16µM*,18%,-15%,-6%,/,-8%,/,/
O=C(CCN1CCc2ccccc2C(O)(c2ccccc2)C1)c1ccc2c(c1)OCCO2 (stereo not drawn),-23%,-11%,2%,1%,?,?,?,?,-10%

(cont.)
SMILES	GLP-1R agonist	KB-V1 MDR tox	GLP-1R inv ag	KB-3-1 cytotox	HEK293 tox	HT1080 IDH1KD tx	TDP-43 yeast inh	SW480 rerep	HT1080-NT tox
CCNS(=O)(=O)c1ccc(CCC(=O)N2CCN(c3cc(Cl)ccc3C)CC2)cc1	-10%	15µM*	?	?	2%	?	9%	-3%[9.22 µM]	-20%
COCCSc1nnc(NC(=O)C2CCN(C(=O)c3ccco3)CC2)s1	4%	?	15%	-2%	6%	-5%	-1%	-12%	16%
CSCCC(NC(=O)COc1ccccc1)C(=O)NCCOc1ccccc1 (stereo not drawn)	1%	?	-12%	5%	4%	0%	18%	-4%	17%
Cc1ccc(S(=O)(=O)Nc2cc(C(=O)NCCN(C)C)ccc2N2CCCC2)cc1	11%	28%	?	0%	-23%	-4%	10%	9%	-18%
CC(C)C(=O)N1CCN(c2ccccc2NC(=O)Cc2ccc(Cl)cc2)CC1	0%	?	?	-27%	-21%	-12%	?	15%	-11%
CCCc1cc(=O)n2[nH]c(SCc3ccccc3)nc2n1	0%	?	3%	3%	3%	7%	27%	1%	2%
COc1ccc(-c2cc(C(F)(F)F)nc(SCC(=O)NCCN3CCOCC3)n2)cc1OC	6%	-1%	41%[activator]	0%	-3%	10%	-2%	-9%	?
C=CCNC(=O)C1CC1(c1cccc(C)c1)c1cccc(C)c1 (stereo not drawn)	8%	?	?	3%	-2%	?	29%	-20%	?
Cc1ccccc1N(CC(N)=O)S(C)(=O)=O	0%	-11%	13%	-7%	7%	10%	-13%	18%	-5%
COc1ccc(CC(=O)OCC(=O)Nc2ccc3[nH]c(=O)[nH]c3c2)cc1	-11%	2%	27%	2%	12%	3%	2%	-8%	5%
Cc1cccc(C(=O)O/N=C2\CCS(=O)(=O)c3sccc32)c1	-1%	0%	7%	1%	22%	-1%	-17%	?	-1%
COc1cccc(C(=O)NC(c2ccc(Cl)cc2)c2cc(Cl)c3cccnc3c2O)c1 (stereo not drawn)	/	?	?	?	-10%	/	?	/	/
Nc1cc(N)nc(SCc2cccc(F)c2)n1	11%	8%	30%	0%	1%	-2%	9%	8%	-3%
CCOc1ccccc1N1CCN(C(=O)C2CSC3(C)CCC(=O)N23)CC1 (stereo not drawn)	-2%	18µM*	-6%	7%	-17%	-8%	0%	-5%	4%
COc1ccc(CNCCC(c2ccc3c(c2)OCO3)c2ccccc2OC)cc1 (stereo not drawn)	/	?	?	1%	?	/	21%	/	/
CC(=O)Nc1cccc(-c2ccnc3c2CC(C)(C(=O)NCCC(F)(F)F)O3)c1 (stereo not drawn)	13%	-44%	?	?	?	?	7%	/	?
Cc1ccccc1OCc1nnc(SCc2cc(=O)c3ccc(C)c(C)c3[nH]2)n1C	/	-3%	9%	4%	-1%	/	13%	/	/
COc1cc(OC)c(NC(=O)CN(C)S(=O)(=O)c2ccc3c(c2)CCCC(=O)N3)cc1Cl	-4%	?	18%	?	-9%	/	2%	/	/
COCCn1c(SCC(=O)c2c[nH]c3ccccc23)nc2cc(C(=O)NCC(C)C)ccc2c1=O	/	22%	8%	-3%	-9%	/	14%	/	/
COc1ccccc1/C=C(\NC(=O)c1ccc(OC)c(OC)c1)C(=O)Nc1cccc([N+](=O)[O-])c1	10%	-19%	5%	1%	-1%	14%	-16%	-2%	1%
COc1ccccc1NC(=O)C(C)Sc1nnc2ccc3ccccc3n12 (stereo not drawn)	/	0%	3%	-2%	6%	/	9%	/	/
CCOc1cc(/C=C/C(=O)NCCc2ccc(S(N)(=O)=O)cc2)ccc1OCC(C)C	-1%	-6%	?	-3%	-18%	-10%	9%	-7%	-16%
CCCCCCCCNC(=O)/C(C#N)=C/c1ccc(SC)cc1	8%	21µM*	9%	-3%	-6%	0%	9%	2.1µM*	-2%
Cc1cc(/C=N/NC(N)=S)c(O)c(/C=N/NC(N)=S)c1	15%	-5%	-30%	10%	i	-12%	-13%	10%	1%
CNC(=O)/C=C/c1cc(C(=O)c2ccc(Cl)cc2Cl)cn1C	8%	?	-5%	?	15%	0%	0%	-17%	-12%
Cc1ccc2c(c1)c1c3n2CCN(C(=O)CCl)C3CCC1 (stereo not drawn)	-5%	-8%	?	-4%	8%	?	/	?	16µM*
Cc1cc(/C=N/NC(=O)c2cccc(F)c2)c(C)n1-c1ccccc1	0%	-11%	?	-2%	-26%	-28%	-20%	4%	-29%
COc1ccc(F)cc1S(=O)(=O)Nc1cc2c3c(c1)CC(=O)N3CCC2	10%	-17%	60%[activator]	-26%	-2%	-14%	12%	-52%	-17%

Rows are unselected, and some 9.4% of all compounds hit somewhere here.
